High-throughput results deposited in PubChem by several laboratories.
CHRM5 antagonist = CHRM5 antagonism in calcium assay; 0.59% of 360,000 active; CHO-hM5 cells, Fluo-8 calcium fluorescence, ACh EC80; inhibition, % at 3 µM;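 active = inhibition above a per-plate cutoff, the mean of that plate's test compounds plus 3 SD, cut at about 27% in these data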;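 note: 0% = acetylcholine EC80 with DMSO and 100% = DMSO without agonist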
CHO-K1 Ca PAM = counter-screen for M1 PAMs: effect in parental CHO-K1 cells; ATP EC20, Fluo-8 calcium fluorescence; 0% at ATP EC20, 100% at ATP max; activation, % at 3 µM; 0.02% of 360,000 active; AID 602247;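 active = activation above the run cutoff, the mean activation of all test compounds plus 3 SD, cut at about 40% in these data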;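 note: peak over basal fluorescence ratio in a 140 s read after ATP addition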
M5 PAM = potentiates acetylcholine response at human M5 receptor; CHO-K1 hM5, Fluo-8 calcium, ACh EC20 PAM; 0% = ACh EC20, 100% = ACh EC100; activation, % at 3 µM; 0.3% of 360,000 active; AID 624038;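 active = activation above the run cutoff, the mean activation of all test compounds plus 3 SD, cut at about 18% in these data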
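Measured by: Fluo-8 calcium fluorescence; material: human M5 receptor in CHO-K1 cells; schedule: Post-acetylcholine fluorescence recording 140 s; benchmarks: low control EC20 acetylcholine (0%), high control EC100 acetylcholine (100%); read-out: Max/basal fluorescence ratio as % of EC20–EC100 ACh window; compound: single dose, 3 µM nominal final test concentration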
M4 PAM = positive allosteric modulators of human muscarinic M4 receptor; P08173; CHO-K1 hM4/Gqi5, Fluo-8 calcium fluorescence, ACh EC20; 0% = ACh EC20, 100% = maximal ACh; activation, % at 3 µM; 0.4% of 360,000 active;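 active = activation above its plate's cutoff, the mean activation of sample wells plus 3 SD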; note: some results filed as inactive read as strong as hits
Target sequence (P08173 whole entry, looked up): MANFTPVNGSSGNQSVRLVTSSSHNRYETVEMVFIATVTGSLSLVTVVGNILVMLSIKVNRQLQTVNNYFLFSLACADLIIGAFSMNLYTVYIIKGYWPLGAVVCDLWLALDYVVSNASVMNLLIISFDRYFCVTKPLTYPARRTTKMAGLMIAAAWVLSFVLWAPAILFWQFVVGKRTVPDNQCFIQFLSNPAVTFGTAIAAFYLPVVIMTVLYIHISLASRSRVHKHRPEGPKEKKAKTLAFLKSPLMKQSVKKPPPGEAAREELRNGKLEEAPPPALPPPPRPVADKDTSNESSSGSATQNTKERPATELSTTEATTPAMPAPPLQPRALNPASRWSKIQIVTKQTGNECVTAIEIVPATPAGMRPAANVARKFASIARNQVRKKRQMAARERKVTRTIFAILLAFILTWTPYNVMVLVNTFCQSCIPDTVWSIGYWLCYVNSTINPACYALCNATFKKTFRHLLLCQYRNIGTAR
CHRM5 agonist = CHRM5 agonism in calcium assay; P08912; CHO-K1 hM5 cells, Fluo-8 calcium fluorescence; 0% DMSO wells, 100% maximal acetylcholine response; activation, % at 3 µM; 0.19% of 360,000 active;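 active = activation above the run's mean over test compounds plus 3 SD, cut at about 23% in these data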;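 note: signal is peak over basal fluorescence ratio across the kinetic read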
TAAR1 agonist = agonists of human TAAR1. AID 624467. 0.99% of 360,000 active. Q96RJ0. CHO RD-HGA16 TAAR1, Fluo-8 calcium fluorescence; vehicle wells 0%, saturating PEA agonist 100%. activation, % at 3 µM;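 active = activation above the mean activation of all test compounds in the run plus 3 SD, cut at about 38% in these data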
Target sequence (Q96RJ0 whole entry, looked up): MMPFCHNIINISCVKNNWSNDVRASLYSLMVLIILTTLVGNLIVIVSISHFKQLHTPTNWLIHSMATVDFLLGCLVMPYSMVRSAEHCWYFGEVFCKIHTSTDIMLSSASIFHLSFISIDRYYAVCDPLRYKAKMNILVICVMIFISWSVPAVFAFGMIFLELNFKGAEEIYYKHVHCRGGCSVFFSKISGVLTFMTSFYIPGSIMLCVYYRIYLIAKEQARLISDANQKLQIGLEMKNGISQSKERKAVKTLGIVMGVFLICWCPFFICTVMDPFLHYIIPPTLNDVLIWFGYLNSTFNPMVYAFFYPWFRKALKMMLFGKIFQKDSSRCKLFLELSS
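Benchmarks: low control DMSO, high control PEA (EC100); System: CHO RD-HGA16 cells carrying human TAAR1 plus Gα16; Detection: Fluo-8 fluorescence, 5 s baseline then 140 s kinetic read; Schedule: 17-24 h plating, Fluo-8 75 min 37 °C, 30 min RT; Read-out basis: % activation from peak over basal fluorescence ratio, DMSO-to-PEA scaled.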
CRFR2-BP antag = CRF-BP/CRF-R2 complex antagonism | 0.59% of 350,000 active | AID 588475 | inhibition, % at 11.8 µM | HEK293 CRF-R2/CRF-BP, CRF-induced calcium fluorescence;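 active = inhibition of the ligand-induced calcium signal above about 50% at the single tested concentration, limit read from the data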
TAAR1 antag = antagonists of human TAAR1. Q96RJ0. inhibition, % at 3 µM. CHO RD-HGA16 TAAR1, Fluo-8 calcium fluorescence, antagonist. 1.5% of 360,000 active;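 active = inhibition above a per-plate cutoff, the mean inhibition of test compounds on that plate plus 3 SD, cut at about 49% in these data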;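 note: 0% = DMSO plus EC80 beta-PEA response and 100% = DMSO alone without agonist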
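Test system – hTAAR1-expressing CHO RD-HGA16 cells, Gα16-coupled · Also added – β-PEA at EC80 concentration, post-compound challenge · Compound – 3 µM, single point · Incubation – dye loading 75 min at 37 °C, then 30 min room temperature · Measured by – Fluo-8 intracellular calcium dye fluorescence, real-time kinetic reads · Benchmarks – vehicle and agonist controls · Replicates – singlicate, one well per test compound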
CRFBP-R2 agonist = CRF-BP/CRF-R2 complex agonism; HEK293 CRF-R2/CRF-BP, calcium dye fluorescence (FLIPR); percent of saturating CRF peptide response; AID 588473; 0.46% of 350,000 active; activation, % at 13.2 µM;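 active = activation of at least 50%, plus an integration ratio under a set limit after plate pattern correction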;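 note: plate controls were neutral control wells without compound for no effect and CRF at EC100 for full effect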
An asterisk follows results filed as active; . = not tested or not shown; & = joins results of further samples. The order is random. About 4.2% of those tested had a hit in this group.

Value order: CHRM5 antagonist	CHO-K1 Ca PAM	M5 PAM	M4 PAM	CHRM5 agonist	TAAR1 agonist	CRFR2-BP antag	TAAR1 antag	CRFBP-R2 agonist
Cc1ccc2ccccc2c1Cn1c(-n2ccnc2)nc2c1c(=O)n(C)c(=O)n2C
    -5.5	4.8	-1.8	-5.8	0.1	7.5	8.3	3.6	-0.4
O=C(CSc1nc2ccccc2s1)c1cc2ccccc2o1
    -1.1	8.8	-4.8	0.1	0.5	.	-9.1	.	0.8
O=C(O)c1cc(S(=O)(=O)O)cc(Nc2c3ccccc3nc3ccccc23)c1O
    1.1	14.3	-4.2	0.6	1.6	0.0	8.8	-3.9	0.1
CC(Oc1ccc(Cl)cc1Cl)C(=O)NC(=S)N1CCc2ccccc21 (stereo not given)
    -5.5	32.1	13.6	12.6	3.2	-0.9	8.6	-11.9	-2.8
Cc1ccc[n+](CC(=O)Nc2cc(C(F)(F)F)ccc2Cl)c1
    -3.0	0.5	0.7	0.4	-6.7	13.1	-0.7	0.4	9.1
Cc1cccc(N2CCN(C(=O)c3cc4n(n3)C(C(F)(F)F)CC(c3ccco3)N4)CC2)c1C (stereo not given)
    -1.6	5.7	-3.9	-1.3	-2.0	7.4	0.2	-3.4	0.6
COc1ccc(C=C2Cc3ccccc3C2=O)cc1
    -0.1	13.6	-1.9	8.6	-4.0	1.8	.	-10.5	.
CN(C(=O)c1cc(COc2ccc(F)c(F)c2)on1)C1CCOC1 (stereo not given)
    -2.5	-9.4	0.4	-0.3	1.3	1.2	3.7	3.1	-2.2
CCOC(=O)N1CCN(C(=O)c2cc3cc(C)ccc3[nH]2)CC1
    16.8	25.5	0.1	2.5	-3.2	4.8	11.6	-9.8	-0.4
NCCNc1cc(N2CCCC2)ccc1[N+](=O)[O-]
    7.3	21.0	2.9	-5.1	-2.6	3.7	3.7	3.0	-1.5
OCCOCCOCCn1c2ccccc2c2ccccc21
    -2.0	-2.4	-0.2	-1.9	-1.9	5.8	10.1	21.3	-0.9
COc1cccc(NC(=S)NCc2cccnc2)c1
    -3.0	-9.2	6.1	-2.6	-1.5	0.8	38.2	-5.5	-3.1
N#CC(CC(=O)OCc1ccccc1)NC(=O)OCc1ccccc1 (stereo not given)
    3.0	-2.0	-6.0	-3.7	-2.6	-1.7	6.8	-1.6	-3.1
Cn1ccnc1CC(C)(O)c1ccccc1 (stereo not given)
    -5.3	12.7	-0.9	0.5	-1.4	1.4	-9.4	-8.1	1.8
N#Cc1cnn2c(-c3cccc([N+](=O)[O-])c3)ccnc12
    -0.6	10.2	4.2	2.8	-0.3	-2.5	4.6	-10.2	-0.5
CCN(CC(=O)Nc1c(F)cccc1F)C(=O)CCCOc1ccccc1
    1.8	5.5	-1.4	-1.9	1.8	2.3	4.5	-18.9	-0.8
CCOc1cc(/C=N/NC(=O)c2cccnc2)cc(Br)c1OCC(N)=O
    0.2	17.6	2.1	6.0	-1.9	-0.9	12.4	14.9	3.5
O=C1c2ccccc2C(=O)N1c1ncc(Cc2ccc(Cl)cc2)s1
    2.3	10.7	1.5	4.6	0.4	12.1	-7.9	-16.4	207.6*
CCN(C(=O)c1c(-c2ccccc2Cl)noc1C)C1CCCCC1
    10.4	-9.3	-4.0	-8.1	-5.5	5.4	1.5	-13.2	-3.1
Cc1ccc(F)cc1NC(=O)COC(=O)COc1ccc(C#N)cc1
    1.2	-2.0	2.7	8.1	-0.6	5.9	-6.2	-17.0	-0.1
COc1ccc(C(=O)Nc2cc(Cl)ccc2C(=O)O)cc1
    1.6	3.0	19.8*	8.7	4.1	4.0	3.2	7.8	2.7
Cc1noc(C)c1COc1ccc(C(=O)NNC(=O)c2ccccc2F)cc1
    9.6	1.2	3.7	-1.5	1.7	.	0.8	.	-0.4
Cc1n[nH]c(C)c1-c1nc2ccccc2[nH]1
    -10.7	19.7	5.5	5.4	-0.9	13.2	1.0	8.4	-2.2
O=C(Nc1ccc(Cl)c(Cl)c1)Oc1ccc(NC(=O)c2ccco2)cc1
    20.0	-5.9	-24.2	-9.6	2.1	22.8	12.1	34.8	-1.8
CC1CCCCN1C(=O)c1ccc(C(=O)Nc2ccc(F)cc2)cc1 (stereo not given)
    10.1	5.0	-2.1	12.0	0.1	2.2	0.9	8.1	-1.6
Cc1csc(NC(=O)NCC2CCCC(CNC(=O)Nc3nc(C)cs3)C2)n1 (stereo not given)
    12.3	8.5	-8.7	6.6	-2.3	-0.3	-8.1	8.7	-1.6
Cc1cc2oc(=O)cc(-c3ccccc3)c2c(C)c1-c1ccc(CO)cc1
    -10.8	21.6	-5.3	-0.6	-1.5	2.2	-1.8	-7.3	-1.9
Cc1nn(-c2ccccc2)c2nc3c(cc12)C(=O)CCC3
    8.4	3.9	-1.2	10.4	-3.6	1.2	-21.9	-5.6	1.4
O=C(Cn1nnc(-c2ccccc2NC(=O)c2ccccc2F)n1)NCc1ccco1
    -6.5	26.2	5.6	3.7	-6.7	3.7	-3.8	2.5	0.1
Cc1ccc(-c2cc(C(=O)O)c3cc(Br)ccc3n2)s1
    2.6&2.4	-1.7&-7.6	-8.4&-4.3	-1.8&8.3	-2.9&-5.1	1.4&-1.1	12.8&18.1	-7.4&-2.6	-1.7&-1.6
CN(CC(=O)Nn1cnnc1)S(=O)(=O)c1cc(Cl)ccc1Cl
    -2.5	16.0	2.7	9.1	2.1	5.7	4.5	6.1	-0.6
Cc1ccc(S(=O)(=O)N(CCC(=O)NCC(c2ccccc2)N(C)C)c2ccccc2)cc1 (stereo not given)
    6.4	5.7	3.4	-3.1	-8.1	-1.0	9.2	-4.4	-2.1
NS(=O)(=O)c1ccc(CCNC(=O)c2cc3ccccc3oc2=O)cc1
    13.1	4.7	-4.8	-1.1	-2.9	8.0	2.2	2.4	0.2
CCOC(=O)NNC1CC(=O)N(c2ccc(OC)cc2)C1=O (stereo not given)
    -2.1	15.0	2.6	13.4	2.6	3.5	5.6	2.2	2.2
Cc1cccc(NC(=S)NCc2ccccc2Cl)c1C
    11.2	-11.3	-11.2	-12.6	-1.7	3.6	10.9	-8.7	-0.3
COc1ccc(OCCn2cc(C=O)c3ccccc32)cc1
    9.1	16.7	-6.2	-8.2	0.2	3.4	-7.7	17.8	0.5
CSCC[C@H](NC(=O)[C@H]1CC[C@H](CNC(=O)[C@@H]2CCCN2)CC1)C(=O)O
    4.9	0.9	-4.3	-1.5	-0.2	1.4	12.0	-7.7	-3.1
CCCn1c(SCC(=O)N2CC(=O)Nc3ccccc32)n[nH]c1=O
    9.9	11.8	4.4	5.5	5.4	-0.2	17.2	0.4	-0.9
CC1CCCC(NC(=O)CSc2nnc(N)s2)C1C (stereo not given)
    -2.9	2.8	-0.2	2.2	-1.4	3.5	-11.0	6.0	0.1
Cc1ccccc1OCCCCCNCCO
    -7.2	2.4	4.6	-0.2	-1.7	9.0	-19.4	-6.2	2.1
O=Cc1c(NCCN2CCCC2)c2ccccc2[nH]c1=O
    5.9	-0.2	0.0	-3.0	0.4	3.5	2.8	-10.8	-0.5
O=C1c2ccccc2CN1CCNC(=S)NC1CCCCC1
    9.9	-7.5	-3.0	-3.6	0.2	5.9	-4.0	-30.5	-1.8
CCOC(=O)C1(CC2CCCCO2)CCN(Cc2cccnc2)CC1 (stereo not given)
    -9.7	2.9	11.3	-0.1	-9.4	0.1	5.5	20.6	-0.1
COC(=O)c1ccc(COc2ccccc2OC)o1
    1.4	-16.9	-0.9	3.3	-2.4	0.5	6.4	0.5	-1.1
CC(C)Nc1nc(NC(C)C)nc(Oc2ccc(=O)n(C)n2)n1
    -15.5	30.2	7.2	11.9	-1.5	9.3	4.8	2.5	4.9
CCCN1C(C)C(C(=O)OCC)=CN(Cc2ccc(Br)cc2)S1(=O)=O (stereo not given)
    -2.4	1.7	-2.2	-7.8	-0.8	-0.2	-9.4	-11.8	2.1
Cc1cc(C(=O)Nc2ccc(Cl)cc2)c(C)n1Cc1cccs1
    12.0	12.5	-14.2	-21.7	-3.1	1.9	1.9	-3.0	-0.2
NC(=O)N/N=C/c1cn(-c2ccccc2)nc1-c1cccs1
    4.1	-1.6	2.5	-2.9	-1.5	2.9	-12.6	3.2	0.0
Cc1cccc(-n2c(SCC(N)=O)nc3c(c2=O)C2(CCCCC2)Cc2ccccc2-3)c1
    1.7	-0.7	0.7	-5.5	0.9	4.4	-93.5	-34.3	-2.5
CCOc1ccc(C2NC(=O)CCC2[N+](=O)[O-])cc1 (stereo not given)
    15.9	10.2	-2.3	-4.6	-3.7	5.5	-1.2	-6.3	4.4
CC(C(=O)Nc1ccc(S(N)(=O)=O)cc1)N1CCc2ccccc21 (stereo not given)
    6.3	-9.9	3.1	-4.6	-0.3	2.6	-6.7	-5.0	-9.9
CCOCCCNC(=O)N[C@H](C(=O)OC)C(C)CC (stereo not given in full)
    20.6	3.1	-9.2	9.5	-2.6	8.1	10.7	-12.2	-0.1
Cc1ccc2nc(/N=C(\N)NC(=O)N3c4ccccc4Sc4ccccc43)nc(C)c2c1
    3.1	1.5	3.6	4.7	-2.2	2.4	38.1	-26.1	2.5
O=C(COC(=O)c1cccnc1)Nc1ccccc1
    -10.0	5.4	-1.6	6.7	-2.7	1.8	-10.1	0.8	2.0
Cc1ccc(/C=N/NC(=O)c2cccs2)s1
    -6.5	5.0	2.1	-9.9	-1.0	4.3	-12.8	-3.4	-1.0
CCOC(=O)Cn1cc(Cl)cc(C(=O)Nc2ccccc2)c1=O
    -7.2	12.3	2.3	3.1	-7.2	3.4	2.9	-6.2	-1.0
Cc1ccccc1-n1ncc2c1CC(C)(C)CC2NC(=O)c1snnc1C (stereo not given)
    13.0	-6.9	-4.7	-0.9	-3.2	0.3	-10.5	-14.2	-0.3

Retrieved one by one from above (2):
Value order: CHRM5 antagonist	CHO-K1 Ca PAM	M5 PAM	M4 PAM	CHRM5 agonist	TAAR1 agonist	CRFR2-BP antag	TAAR1 antag	CRFBP-R2 agonist
O=C(Cn1nnc(-c2ccccc2NC(=O)c2ccccc2F)n1)NCc1ccco1
    -6.5	26.2	5.6	3.7	-6.7	3.7	-3.8	2.5	0.1
CN(CC(=O)Nn1cnnc1)S(=O)(=O)c1cc(Cl)ccc1Cl
    -2.5	16.0	2.7	9.1	2.1	5.7	4.5	6.1	-0.6
